Bioassay records: PubChem, several laboratories
MgcRacGAP inhibition: MgcRacGAP GTPase-activating activity inhibitors, confirmation, biochemical, ADP Hunter fluorescence. one-dose inhibition, % at 30 µM; IC50 in µM for titrated hits. MgcRacGAP-stimulated Rac1 GTP hydrolysis, ADP Hunter fluorescence; higher % means a stronger effect; GST-tagged Rac1 F28L mutant substrate. Rac GTPase-activating protein 1 (Homo sapiens). 340,000 compounds, 0.6% hits. AID 624330, 2012;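 active = first-screen hits whose inhibition reached a set limit at any dose in the follow-up dose series; inconclusive = inhibition above the set first-screen limit but never retested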;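 also: fluorescence reports GDP produced by GAP-driven GTP hydrolysis; strong numbers were not always called active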
GPR55 antagonists: GPR55 antagonists blocking LPI-driven arrestin recruitment, primary screen, imaging, U2OS, beta-arrestin-GFP, LPI agonist (AID 2013) | G-protein coupled receptor 55 (Homo sapiens) | U2OS GPR55 beta-arrestin-GFP translocation imaging, LPI antagonism; higher % means a stronger effect | inhibition, % at 10 µM; hits with a dose series show IC50 in µM | 290,000 compounds, 0.13% hits;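 active = spots per cell inhibited over 60%, with over 100 cells counted and total cytoplasm intensity under 500,000; inconclusive = wells with under 100 cells, flagged as likely toxic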;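 also: U2OS cells stably carrying GPR55 and arrestin-GFP stimulated by 5 µM LPI near EC80; imaged beta-arrestin-GFP aggregate spots per cell after agonist stimulation; plate controls were LPI-stimulated DMSO wells for no effect and DMSO wells without LPI for full effect; some results filed as inactive read as strong as hits; confirmed hits need IC50 under 10 µM and bright autofluorescent wells are also inconclusive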
Lipid droplet: inhibitors of hepatocyte lipid droplet formation, primary screen, imaging, high-throughput imaging, BODIPY stain. inhibition, % at 6.5 µM. AML12 mouse hepatocytes, oleate lipid droplets. 240,000 compounds, 0.4% hits. AID 1656, 2009;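 active = lipid droplet intensity inhibited by at least 50%, with more than 500 cells counted; inconclusive = wells with under 300 cells, treated as cytotoxic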
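material = mouse AML12 hepatocyte cell line, fixed after treatment | also added = 100 µM oleic acid challenge | doses = compound at 6.5 µM only | schedule = overnight exposure | technique = Image-based BODIPY and DAPI two-channel analysis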
NTR1 agonist: agonists of NTR1, primary screen, imaging, U2OS cells, beta-arrestin-GFP, high content (AID 493036). Neurotensin receptor type 1 (Homo sapiens), P30989. 330,000 compounds, 0.17% hits. NTR1-U2OS beta-arrestin-GFP spot imaging, agonist mode. activation, % at 20 µM;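 active = activation at or above 40% of the spot to cytoplasm intensity ratio, with at least 20 cells analyzed; inconclusive = wells under 20 cells, flagged as cytotoxic or low count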;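 also: 0% = DMSO without peptide and 100% = 100 nM NTR1 peptide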
Target sequence (P30989 whole entry, looked up): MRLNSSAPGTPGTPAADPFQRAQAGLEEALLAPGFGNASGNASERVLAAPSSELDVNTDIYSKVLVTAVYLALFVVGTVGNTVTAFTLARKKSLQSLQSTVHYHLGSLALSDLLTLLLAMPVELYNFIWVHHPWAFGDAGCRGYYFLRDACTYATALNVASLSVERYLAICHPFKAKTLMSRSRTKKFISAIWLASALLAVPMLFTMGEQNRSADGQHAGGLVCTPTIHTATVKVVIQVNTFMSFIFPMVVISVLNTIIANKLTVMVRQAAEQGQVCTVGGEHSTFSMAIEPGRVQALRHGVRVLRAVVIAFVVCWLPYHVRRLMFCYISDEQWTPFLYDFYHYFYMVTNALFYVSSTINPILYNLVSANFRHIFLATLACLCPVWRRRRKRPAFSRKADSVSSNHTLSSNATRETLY
T cell HTS: modulators of CD8 T cell-vesicle binding, primary screen, mouse 2C CD8+ T cells, flow cytometry | 2C CD8+ T cell-vesicle binding; hits give low values | calls only at 7 µM | 330,000 compounds, 0.068% hits;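 active = response, share of CD8 T cells binding vesicles, and their 90th percentile fluorescence all below set limits, cut at about 80% in these data, passing the limit was not always enough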
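Assay system: 2C TCR transgenic mouse naive CD8+ T cells, MACS-purified | Read-out: CD8+ gate FL2 mean fluorescence as % of same-row positive control | Signal: High-throughput flow cytometry with anti-B7-1 and anti-CD8 staining | Timing: Binding step 1.5 h, 37 °C, antibody labelling 20 min, ice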
Large T inhibition: SV40 large T antigen inhibitors, biochemical (AID 1903). SV40 large T antigen ATPase/helicase inhibition assay; higher % means a stronger effect. inhibition, % at 20 µM; hits with a dose series show IC50 in µM. 310,000 compounds, 0.39% hits; in the data active = a potency from the dose series; inconclusive = inhibition mostly from about 32% at the one dose, without a potency; inactive = the rest, 99 in 100 with inhibition below about 32%; also: strong numbers were not always called active
GPR35 arrestin U2OS: GPR35 antagonists blocking zaprinast-driven arrestin recruitment, primary screen, imaging, U2OS, beta-arrestin-GFP, zaprinast agonist (AID 2058) | G-protein coupled receptor 35 (Homo sapiens) | U2OS GPR35 beta-arrestin-GFP translocation imaging, zaprinast antagonism; higher % means a stronger effect | 290,000 compounds, 0.052% hits | one-dose inhibition, % at 10 µM; IC50 in µM for titrated hits;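 active = inhibition of at least 50% with at least 30 cells and total cytoplasm GFP at most 10,000,000; inconclusive = under 30 cells or total GFP of 10,000,000 plus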
GPR55 activation: GPR55 agonists via beta-arrestin recruitment, primary screen, imaging, U2OS cells, beta-arrestin-GFP redistribution (AID 1961); U2OS GPR55 beta-arrestin-GFP redistribution imaging; higher % means a stronger effect; one-dose activation, % at 10 µM; EC50 in µM for titrated hits; 290,000 compounds, 0.048% hits;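 active = activation above 40% with more than 50 cells counted in the well; inconclusive = wells holding fewer than 50 cells, flagged as toxic or sparse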;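 also: U2OS osteosarcoma cells stably expressing GPR55 and beta-arrestin-GFP; plate controls were DMSO negative control for no effect and LPI positive control for full effect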
LYP phosphatase: inhibitors of LYP phosphatase, biochemical, fluorescence intensity, uHTS (AID 1779); recombinant LYP phosphatase, fluorescence intensity; higher % means a stronger effect; inhibition, % at 11.5 µM; hits with a dose series show IC50 in µM; 290,000 compounds, 0.054% hits; in the data active = inhibition above about 50%;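 also: plate controls were vehicle with enzyme for no effect and no enzyme for full effect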
Lipid droplet cells 6.5 µM: also measured in Lipid droplet; calls as there; cell count; measured here: cell count, cytotoxicity flag;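 cells counted across two imaged fields per well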
T cell HTS vesicle-bound %: second read-out of T cell HTS, no call of its own (marks repeat the call); double positive events, %; measured here: CD8+ vesicle-bound cell fraction;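 binding gate set so that unloaded-vesicle control wells show 10% double positive cells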
NTR1 agonist cell count 20 µM: also measured in NTR1 agonist; calls as there; cell count; measured here: cell count, cytotoxicity flag
* hit, by the source's call; i = inactive; u = inconclusive; x = not tested or not shown; + = active, no number.

SMILES	MgcRacGAP inhibition	GPR55 antagonists	Lipid droplet	Lipid droplet cells 6.5 µM	NTR1 agonist	NTR1 agonist cell count 20 µM	T cell HTS	T cell HTS vesicle-bound %	Large T inhibition	GPR35 arrestin U2OS	GPR55 activation	LYP phosphatase
COC(=O)c1ccc(/C=N/N2C(C)CCCC2C)cc1 (centres undefined)	8%	3%	-3	712	-1.1	39	i	23	8%	5%	0.7%	-5%
Cc1ccc(NC(=O)CC2SC3=NCCN3C2=O)cc1 (centres undefined)	9%	8%	-1	771	-1.9	89	i	55	-1%	-9%	0.8%	-3%
COc1ccccc1C(=O)Nc1cccc2nc(C)ccc12	15%	18%	16	884	1.9	62	i	68	11%	11%	-0.2%	-5%
COc1cccc(C(=O)NCC(=O)OCc2ccc(F)cc2Cl)c1	-27%	6%	2	588	-2.0	85	i	54	6%	12%	0.0%	-1%
CCOC(=O)c1c(CN2CCC(C)CC2)n(C)c2cc(Br)c(OC)cc12	7%	20%	-15	669	4.5	56	i	15	5%	-1%	0.3%	-3%
COc1cc(/C=N/NC(=O)c2ccc(Cn3cc([N+](=O)[O-])cn3)o2)cc(Br)c1O	u	4%	3	724	3.9	42	i	51	24µM*	-12%	-0.1%	-2%
O=C(NCc1ccccn1)C1Nc2ccc(C(F)(F)F)cc2C2C=CCC12 (centres undefined)	25%	x	x	x	-2.2	91	i	28	-4%	x	x	x
N#CCC(=O)N/N=C/c1coc2ccccc2c1=O	12%	23%	-14	734	1.8	51	i	16	10%	-1%	0.3%	-2%
Cc1nnc(SCC(=O)N(CC(C)C)c2c(N)n(CC(C)C)c(=O)[nH]c2=O)n1-c1ccccc1	1%	6%	0	735	-0.8	50	i	1	12%	-2%	-0.4%	-6%
COc1ccc(N2CC(C)Cn3c2nc2c3c(=O)n(Cc3ccccc3)c(=O)n2C)c(OC)c1 (centres undefined)	3%	-6%	0	700	6.6	62	i	46	2%	0%	-1.0%	6%
CCCCCCC#Cc1ccc2c(c1)COc1c3ccccc3nn1-2	6%	1%	4	648	0.3	91	+	2.3*	-1%	0%	-0.1%	-2%
CNc1ccc(OC)cc1-n1cnc(-c2ccc([N+](=O)[O-])cc2)c1	9%	-13%	23	840	1.4	59	i	54	10%	6%	-0.3%	9%
Cn1nc(C(F)(F)F)c(C#N)c1N1CCN(c2ccc(F)cc2)CC1	5%	-1%	4	809	0.0	39	i	47	5%	6%	0.0%	-6%
CCOc1ccccc1N(CC(=O)NC1CCCC1)C(=O)CCCC(=O)Nc1ccccn1	10%	1%	1	732	0.3	45	i	21	3%	-1%	-0.4%	-5%
CCOC(=O)C1CCCN(C(=O)Nc2c(-c3ccccc3)noc2C)C1 (centres undefined)	-5%	15%	7	711	-0.9	37	i	48	11%	-8%	0.0%	-6%
N#CCCN(C(=O)COC(=O)C1CCN(S(=O)(=O)c2ccc3c(c2)OCCO3)CC1)c1ccccc1	0%	x	x	x	0.5	56	i	26	13%	x	x	x
CCOC(=O)C1CCN(C(=O)c2cc(OCC)c(OCC)c(OCC)c2)CC1	10%	6%	8	783	-0.9	35	i	15	-1%	3%	-0.1%	-3%
CSc1ncccc1C(=O)N1CCCC(Nc2ccc(C)c(C)c2)C1 (centres undefined)	12%	8%	-19	701	0.5	54	i	8	26%	0%	-0.1%	-4%
O=C(CNC(=O)c1ccc(Cl)cc1Cl)NCCCn1ccnc1	10%	10%	20	787	0.1	43	i	6	1%	11%	-0.1%	-6%
C=CCn1c(CCNC(=O)c2ccccc2F)nnc1SCC(=O)Nc1ccccc1F	6%	2%	-43	646	0.5	59	i	36	24%	26%	0.0%	-4%
CCN(CC)CCN1C(=O)c2oc3ccccc3c(=O)c2C1c1ccc(C)cc1 (centres undefined)	13%	-6%	x	x	-0.2	37	i	26	2%	-18%	-0.3%	-8%
Cc1cccc(NC(=O)Cn2c(=O)n(Cc3ccccc3)c(=O)c3c(C)c(C)sc32)c1	7%	2%	-4	573	2.4	76	i	4	9%	0%	0.8%	0%
CCCCNC(=O)CSc1nc2ccc(Nc3nc(N4CCOCC4)nc(N4CCOCC4)n3)cc2s1	10%	1%	10	727	18	50	i	33	6%	7%	0.3%	-4%
CCOC(=O)c1c(/N=C/c2cc(C)ccc2O)sc2c1CCN(C)C2	14%	2%	-3	720	2.0	81	i	41	3%	-4%	-0.5%	7%
CCC(CC)CN1C(Nc2ccccc2)=NC[C@@H]1C	1%	8%	-20	781	0.5	97	i	34	11%	-3%	-0.2%	-12%
SMILES	MgcRacGAP inhibition	GPR55 antagonists	Lipid droplet	Lipid droplet cells 6.5 µM	NTR1 agonist	NTR1 agonist cell count 20 µM	T cell HTS	T cell HTS vesicle-bound %	Large T inhibition	GPR35 arrestin U2OS	GPR55 activation	LYP phosphatase
CN(C)CCCOc1ccc(Cl)cc1Br	22%	10%	x	x	1.0	98	i	29	0%	-1%	0.0%	-10%
Cn1cccc1C(=O)NCCc1ccc(Cl)cc1	6%	0%	31	696	-0.6	55	i	61	6%	1%	-0.1%	-10%
COC(=O)c1ccc(-n2c(C)cc(C(=O)CSc3ccc(NC(C)=O)cc3)c2C)cc1	12%	-2%	-11	651	4.2	49	i	24	20%	-3%	0.1%	1%
COc1cccc(/C=N/NC(=O)c2cc3c(OC)ccc(OC)c3[nH]2)c1O	7%	0%	x	x	0.0	90	i	44	-6%	5%	0.4%	-5%
O=c1c(O)c(-c2cccs2)oc2ccccc12	13%	12%	4	676	-1.2	81	i	52	11%	2%	-0.2%	0%
C=CCN1CCN(C(=O)c2oc3ccccc3c2C)CC1	-3%	-12%	-10	819	3.0	70	i	62	4%	10%	-0.1%	-4%
O=C(N[C@H](C(=O)O)c1ccccc1)C1CCC(Cn2cnc3ccccc3c2=O)CC1 (some centres undefined)	-1%	-4%	21	732	0.9	65	i	35	0%	2%	0.5%	-10%
O=C(Nc1nnc(CCc2ccccc2)s1)C1CCCO1 (centres undefined)	10%	18%	-3	664	-1.7	78	i	39	1%	8%	-0.3%	-6%
Cc1nn(Cc2ccc(Cl)c(Cl)c2)c(C)c1NC(=O)c1cc(CC(C)C)on1	-3%	-2%	-6	672	1.6	50	i	33	3%	2%	-0.3%	7%
CC1CCCN(S(=O)(=O)c2ccc(C(=O)Nc3nnc(-c4ccncc4)o3)cc2)C1 (centres undefined)	17%	12%	14	752	-1.0	89	i	56	9%	8%	-0.3%	-4%
Cc1cc(CNC(=O)c2ccc(C)c([N+](=O)[O-])c2)c2ccccc2n1	0%	-8%	-1	646	2.6	62	i	28	5%	0%	0.2%	-5%
Cc1cccc(NC(=O)CC2SC(=NC3CCCCC3)NC2=O)c1 (centres undefined)	9%	5%	-8	776	-1.8	71	i	40	5%	2%	0.3%	-4%
Cc1ccc(N(C(=O)Nc2ccccc2)C2=NCC(C)S2)cc1 (centres undefined)	8%	16%	-36	598	0.2	84	i	38	-3%	-13%	-0.2%	0%
COc1ccccc1NC(=O)c1ccccc1NS(=O)(=O)c1cccs1	-9%	5%	-11	649	3.3	55	i	32	6%	-3%	1.4%	2%
Cc1nn2cc(-c3cccc(Cl)c3)cnc2c1Cl	10%	-3%	x	x	3.0	62	i	31	4%	-6%	0.6%	-7%
CCOc1ccccc1CN1CCN(Cc2cc(=O)c3ccccc3[nH]2)CC1CCO (centres undefined)	0%	-18%	-2	807	0.9	56	i	62	10%	-6%	0.1%	-8%

Entries shown so far that have a Cl atom (6):
SMILES	MgcRacGAP inhibition	GPR55 antagonists	Lipid droplet	Lipid droplet cells 6.5 µM	NTR1 agonist	NTR1 agonist cell count 20 µM	T cell HTS	T cell HTS vesicle-bound %	Large T inhibition	GPR35 arrestin U2OS	GPR55 activation	LYP phosphatase
COc1cccc(C(=O)NCC(=O)OCc2ccc(F)cc2Cl)c1	-27%	6%	2	588	-2.0	85	i	54	6%	12%	0.0%	-1%
O=C(CNC(=O)c1ccc(Cl)cc1Cl)NCCCn1ccnc1	10%	10%	20	787	0.1	43	i	6	1%	11%	-0.1%	-6%
CN(C)CCCOc1ccc(Cl)cc1Br	22%	10%	x	x	1.0	98	i	29	0%	-1%	0.0%	-10%
Cn1cccc1C(=O)NCCc1ccc(Cl)cc1	6%	0%	31	696	-0.6	55	i	61	6%	1%	-0.1%	-10%
Cc1nn(Cc2ccc(Cl)c(Cl)c2)c(C)c1NC(=O)c1cc(CC(C)C)on1	-3%	-2%	-6	672	1.6	50	i	33	3%	2%	-0.3%	7%
Cc1nn2cc(-c3cccc(Cl)c3)cnc2c1Cl	10%	-3%	x	x	3.0	62	i	31	4%	-6%	0.6%	-7%
